Screening results as filed in PubChem.
p53ts 39C kill – cytotoxicity in p53ts cells at nonpermissive temperature; 130,000 compounds, 1.5% hits; H1299-p53A138V viability at 39C, ATP luminescence, 24 h; AID 902; Potency, µM (doses to about 46.1 µM), inactives show at the highest dose activity change, negative = cell killing, most hits filed as cytotoxic; further: nearly all actives have a fitted effect of over 55% in size
Imprint erasure – genomic imprint erasure induction; mouse ES Peg3-LacZ reporter, beta-gal luminescence, 40 h; Potency, µM (top dose mostly 60.7 µM), for the others: top-dose activity change, positive = activation, actives largely listed as activators; 110,000 compounds, 0.02% hits; AID 1948;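 further: 0% = negative control wells on the plate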
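Gelatin-coated wells received 300 freshly trypsinized female ES cells with a Peg3LacZ-Neo reporter on the maternal allele, then incubated 40 hours at 37C. BetaGlo was added for 5 minutes at room temperature before a single luminescence read.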
p53ts 32C kill – p53ts cell cytotoxicity, permissive temperature; H1299-p53A138V at 32C, ATP luminescence viability, 24 h; Potency, µM (titrated, usually from 46.1 µM), for the others: at the top dose activity change, negative = cytotoxicity, most hits filed as cytotoxic; 130,000 compounds, 0.93% hits; AID 924;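 further: 0% = DMSO and -100% = full killing by reference compound; nearly all actives have a fitted effect of over 55% in size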
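ATP-content luminescence (ATPlite) read-out after 24 h compound exposure at 32C in H1299-p53A138V cells (600/well). Tested up to 46 uM. Normalized to DMSO (0%) and 100 uM tamoxifen (100% killing); Hill-fit AC50.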
IkB sig inh – inhibitors of IkB signaling in ABC-DLBCL cells; AID 445; Potency, µM (doses to about 57.1 µM), for the others: at the highest dose IkBa stabilization activation; ABC-DLBCL IkBa-CBG/CBR dual luciferase ratio, 4 h; response scale: scaled: untreated 0%, proteasome inhibitor 100%; 110,000 compounds, 0.04% hits; active means well fitted curve in the direction sought with a large enough effect in the signal ratio, not every such curve was filed as active; inconclusive means small, poorly fitted or top-dose-only effect, or a change in a side signal; the % refers to the signal ratio;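 further: the direction sought is a rising ratio; 0% = basal untreated cells and 100% = reference inhibitor full response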
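In this assay, an IκBα–CBG68 fusion accumulates when IKK-driven degradation is blocked; native CBR normalizes for cell number. OCI-Ly3 cells were treated 4 h with compound and doxycycline, then green and red light read after Chroma-Glo addition.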
An asterisk follows results filed as active; u = inconclusive; x = not tested or not shown; [ ] = another dose, or the depositor's remark. Unless noted, the call rests on the fitted dose curve; in most records, active means well fitted curve in the direction sought with a large enough effect; inconclusive means small, poorly fitted or top-dose-only effect, or another doubt; inactive means no such curve, though single readings can be large; an effect the other way counts as inactive or inconclusive. Unless noted, on the % scale 0 is the no-effect control and ±100 the full control effect; potency means the concentration at half of the fitted maximal effect.

Order of results – p53ts 39C kill | Imprint erasure | p53ts 32C kill | IkB sig inh
> COc1ccc(NC(=O)CCNC(=O)Cn2cnc3ccccc3c2=O)c(OC)c1
  -4% | 4% | 3% | -0.6%
> COCC(=O)N1CCC[C@@]2(CCN(c3ncccn3)C2)C1
  2% | x | 2% | -1.2%[11.4 µM]
> NC(=O)CSc1nnc(-c2cc3ccccc3o2)n1Cc1ccccc1
  11% | 20% | 12% | 0.9%
> CCOC(=O)C(C)Sc1nnc(Cc2cc(=O)[nH]c(=O)[nH]2)n1-c1cccc(OC)c1 (stereo not drawn)
  2% | -9% | -2% | 0.1%
> Cc1cc(C)nc(N2CCCC(C(=O)NCCc3ccc(F)cc3)C2)n1 (stereo not drawn)
  1% | -6% | -4% | -1.0%
> Cc1ccc(-c2nc3c(c(SCC(=O)N4CCCCC4)n2)Cc2cc(C)ccc2O3)cc1
  2% | -8%[10.9 µM] | -3% | u
> CNc1ccc(C(O)(C(F)(F)F)C(F)(F)F)cc1C(O)(C(F)(F)F)C(F)(F)F
  -22% | -11% | 3% | u
> CN(Cc1ccc(F)cc1)S(=O)(=O)c1nnc(NC(=O)c2ccccc2Br)s1
  -1% | -13%[10.9 µM] | -23% | u
> CCC(C)NC(=O)Cn1c(=O)c2cccn2c2ccc(F)cc21 (stereo not drawn)
  -10% | -13%[10.9 µM] | 10% | 0.9%
> Cc1oc(-c2cccc(Cl)c2)nc1CS(=O)(=O)CC(=O)NC(C)CCc1ccccc1 (stereo not drawn)
  u | -8%[10.9 µM] | 4% | u
> O=C(CSc1ccc2nnc(-c3ccccn3)n2n1)NCC1CCCO1 (stereo not drawn)
  14% | -14% | -5% | -0.2%
> COc1cc(OC)c(NC(=O)c2c(C)oc3ncnc(N4CCCCC4)c23)cc1Cl
  10% | 3%[10.9 µM] | 0% | u
> COc1cccc(-n2c(SCC(=O)Nc3c(C)cc(C)cc3C)nc3c([nH]c4ccccc43)c2=O)c1
  u | -12%[10.9 µM] | 2% | u
> COC(=O)[C@H](C)NC(=O)NCc1ccccc1F
  4% | -8% | 3% | 1.2%
> CCn1c(SCC(=O)N2CCN(c3ccc(Cl)cc3)CC2)nc2ccccc2c1=O
  6% | 2% | -4% | 2.0%
> COc1ccccc1Cn1c(CNS(=O)(=O)c2cccc([N+](=O)[O-])c2)nc2cccnc21
  -26% | 8%[10.9 µM] | 2% | 0.6%
> COc1ccccc1C(=O)Oc1ccc(N2C(=O)CCC2=O)cc1
  -8% | 1% | 2% | 1.1%
> CCN(CC)c1cc(C)c2cc(NC(=O)c3ccc(OC)c(OC)c3)ccc2n1
  -23% | -4%[10.9 µM] | -9% | -2.1%
> O=c1cc(-c2ccccc2)n2c(SCc3ccccc3)nnc2[nH]1
  -2% | -7%[10.9 µM] | -4% | 50%
> CN(C)CCNC(=O)NC1CCCCC1
  4% | -6% | -1% | 0.8%
> CCOC(=O)N1CCC(NC(=O)c2cc3cc4cc(OC)ccc4nc3o2)CC1
  -2% | -12% | -13% | -1.5%
> CS(=O)(=O)N(CC(=O)N1CCCC1)c1cccc(Cl)c1
  8% | -3% | -5% | -0.4%
> COc1ccc(-c2cc(C(=O)N/N=C/c3ccc(O)cc3)[nH]n2)cc1
  -27% | x | u | x
> O=C(c1ccc2c(c1)N(Cc1ccc(F)cc1)C(=O)c1ccccc1S2(=O)=O)N1CCN(Cc2ccccc2)CC1
  -11% | -20%[10.9 µM] | 6% | u
> CCOC(=O)c1c(C)[nH]c(C)c1S(=O)(=O)NCC(=O)Nc1cccc(C(F)(F)F)c1
  -6% | -1%[10.9 µM] | 4% | -2.1%
> O=C(COc1ccc2c(c1)OCO2)Nc1ccc2c(c1)oc1ccccc12
  u | -21% | u | -2.7%
> COC(=O)c1c(NC(=O)CSc2nncs2)sc2c1CCCCC2
  -12% | -19% | 9% | 6.1%
> O=C(NCCn1cccc1)c1cccc2ccccc12
  9% | -13% | -3% | -2.8%
> O=C(COc1ccc(Cl)cc1)OCc1cc(=O)n2nc(C3CCCCC3)sc2n1
  13% | 11%[10.9 µM] | -1% | 0.3%
> CCCCCN(C(=O)NC(=O)NCCCC)S(C)(=O)=O
  0% | -2% | -3% | -0.6%
> C/C(=C\c1ccco1)C1C(C#N)=C(N)Oc2n[nH]c(-c3ccccc3)c21 (stereo not drawn)
  4% | -5% | 5% | 5.7%
> CCOc1ccc2ccccc2c1C(=O)N[C@@H]1C(=O)N2[C@@H]1SC(C)(C)[C@@H]2C(=O)O
  5%[20.6 µM] | -3%[16.8 µM] | -8%[20.6 µM] | 2.6%[25.6 µM]
> CCOC(=O)Cn1c(=O)n(CC2CCCO2)c2nc(-c3ccccc3OC)nc(C(N)=O)c21 (stereo not drawn)
  -5% | -6%[10.9 µM] | 1% | 1.5%
> COc1ccccc1CNc1nc(-c2ccco2)nn1S(=O)(=O)c1ccc2ccccc2c1
  12% | -17%[10.9 µM] | 10% | -0.9%
> Cc1cc(Nc2ccc(Br)cc2)n2nc(C)nc2n1
  9% | -16% | 5% | 1.2%
> Cc1cccnc1NC(=O)C(C)Oc1ccccc1 (stereo not drawn)
  11% | -4% | 14% | -3.3%
> CCN(C(=O)c1cc2c(=O)oc3ccc(C)cc3c2s1)c1cc(OC)ccc1OC
  -12% | -11%[10.9 µM] | 13% | u
> CCN(C(=O)Cn1c(=O)oc2cc(S(=O)(=O)N3CCCC3)ccc21)c1cccc(C)c1
  -23% | 6%[10.9 µM] | -13% | u
> CCCNc1cc(=O)n(C)c(=O)n1C
  13% | -2% | 6% | 1.9%
> Cc1cc(C)nc(SCc2ccccc2C#N)n1
  -6% | -12% | -8% | 0.3%
> Cc1c2c(n3c(nc4ccccc43)c1C#N)N(Cc1ccccn1)CC2
  10% | -6% | -8% | u
> Cc1nc(NCCO)c2nc(-c3ccccc3)n(CCN(C)C)c2n1
  -2% | -6% | -2% | x
> c1ccc(CSc2nnc(-c3c[nH]c4ccccc34)o2)cc1
  u | -13% | -19% | 2.8%
> COCC(=O)N1CCC2(CC1)CCN(c1ccccc1)CC2
  -1% | x | 5% | 0.5%[11.4 µM]
> Cc1ccc(-c2cc(C(=O)N(Cc3ccccc3)Cc3ccco3)no2)cc1F
  32%[activator] | -9%[10.9 µM] | -1% | u
> O=C(c1cnn2c(C(F)F)cc(-c3ccccc3)nc12)N1CCSCC1
  -2% | -1% | 11% | 1.7%
> CCC(C)NC(=O)C1CCN(C(=O)c2ccc(-n3ccc4ccccc43)s2)CC1 (stereo not drawn)
  -29% | 9%[10.9 µM] | -7% | u
> O=C(NCc1ccco1)c1ccc(CN2CCOCC2)cc1
  -4% | 1% | -7% | 1.4%
> O=c1ccc(Br)c[nH]1
  -6% | -2% | -2% | -1.5%
> CN1CCN(c2nc(-c3ccoc3)nc3ccccc23)CC1
  -5% | 0% | 6% | -1.0%[11.4 µM]
> CCn1ncc(C2=NOC(C(=O)Nc3cccc(C(C)=O)c3)C2)c1C (stereo not drawn)
  6% | x | 4% | x
> CC(C)CC(=O)Nc1ccc2nc(SCC(=O)N3CCCC3)sc2c1
  3% | -14%[10.9 µM] | -10% | u
> COc1cc(C2N=C(N)Nc3nc4ccccc4n32)ccc1OCC(=O)O (stereo not drawn)
  27% | -4%[10.9 µM] | -3% | 0.8%
> Cc1ccc(S(=O)(=O)/N=C(\CN2CCOCC2)N2CCCC2)cc1
  4% | 10% | 2% | -1.2%
> Nc1nc(OCc2ccccc2)c2[nH]cnc2n1
  6% | 10% | 9% | 2.2%
> O=[N+]([O-])c1ccc(-c2ccc(C=Nc3cccc4ccccc34)o2)cc1
  -6% | x | 0% | x
> Cc1ccc(C(NC(=O)N2CCOCC2)=C(Cl)Cl)cc1F
  9% | -27% | u | u
> COc1ccc(CNC(=O)c2ccc(CS(=O)(=O)c3ccccc3OC)o2)cc1
  -12% | 9%[10.9 µM] | u | u
> CCS(=O)(=O)NCCc1csc(-c2ccccc2)n1
  -11% | -24% | -8% | -0.9%
> Cc1nn2c(=O)cc(COC(=O)c3ccc(NC(=O)COc4ccc(C)c(C)c4)cc3)nc2s1
  0% | -9%[10.9 µM] | 6% | -0.8%

(cont.)
SMILES,p53ts 39C kill,Imprint erasure,p53ts 32C kill,IkB sig inh
CCC1Oc2ccc(C)cc2N(CC(=O)N(Cc2ccc(C)o2)C2CCCC2)C1=O (stereo not drawn),7%,x,5%,x
Cc1c(NC(=O)Nc2ccc(Cl)c(C(F)(F)F)c2)c(=O)n(-c2ccccc2)n1C,-6%,-3%[10.9 µM],8%,u
COc1ccc(CN(Cc2ccc(OC)cc2)S(=O)(=O)c2ccc(-n3cnnn3)c(C)c2)cc1,26%,x,0%,x
C=CCOC(=O)C(C(C)=O)C(NC(=O)OC)c1cccc(C)c1 (stereo not drawn),1%[9.22 µM],x,8%[9.22 µM],x
O=C(CCCCn1c(=O)c2ccccc2n(CC(=O)NC2CCCC2)c1=O)NC1CCCC1,6%,11%,0%,1.5%
COc1ccc(C(=O)Oc2ccc(/C=N/NC(=O)c3ccccc3OC)cc2[N+](=O)[O-])cc1,-20%,x,u,x
Cc1c(C(=O)Nc2cccc(-c3nc4ccccc4s3)c2)oc2ccccc12,7%,10%[10.9 µM],-3%,2.0%
COc1ccc(Oc2c(C)oc3cc(OC(=O)N4CCOCC4)ccc3c2=O)cc1,20%,-21%,1%,-1.3%
CCN(C(=O)c1cc2c(=O)n3cccc(C)c3nc2s1)c1ccc(C)c(C)c1,-15%,4%[10.9 µM],-5%,u
CCOC(=O)Cc1nnc2c(Nc3ccccc3F)nc3nonc3n12,-4%,-5%,12%,u
Cc1ccc(NC(=O)Cn2nc(C(F)(F)F)c3c2CCC3)cc1C,-9%,-7%[10.9 µM],1%,1.4%
Cn1c(=O)n(CCN2CCOCC2)c(=O)c2c1nc1n2CCCN1c1ccccc1,4%,1%,7%,2.1%
Cc1cccc(C(=O)Nc2sc3c(c2C(=O)Nc2ccccc2)CCC3)c1,-3%,-3%[10.9 µM],6%,u
O=C(Oc1ccc2c(c1)OCO2)C12CC3CC(CC(C3)C1)C2,15%,x,28%,x
O=C(CSc1nc2ccccc2c(=O)n1CCC(=O)NC1CCCCC1)Nc1ccccc1Cl,2%,-7%[10.9 µM],11%,-3.0%

Grouped by structure: the entries above containing two or more sulfur atoms.
SMILES,p53ts 39C kill,Imprint erasure,p53ts 32C kill,IkB sig inh
CN(Cc1ccc(F)cc1)S(=O)(=O)c1nnc(NC(=O)c2ccccc2Br)s1,-1%,-13%[10.9 µM],-23%,u
COC(=O)c1c(NC(=O)CSc2nncs2)sc2c1CCCCC2,-12%,-19%,9%,6.1%
CC(C)CC(=O)Nc1ccc2nc(SCC(=O)N3CCCC3)sc2c1,3%,-14%[10.9 µM],-10%,u
CCS(=O)(=O)NCCc1csc(-c2ccccc2)n1,-11%,-24%,-8%,-0.9%

(next part)
SMILES,p53ts 39C kill,Imprint erasure,p53ts 32C kill,IkB sig inh
CO/N=C(\C(=O)N[C@@H]1C(=O)N2C(C(=O)[O-])=C(C[N+]3(C)CCCC3)CS[C@@H]12)c1csc(N)n1,19%[20.6 µM],-2%[16.8 µM],0%[20.6 µM],1.9%[25.6 µM]
CCN(CC(=O)Nc1ccc(S(N)(=O)=O)cc1)S(=O)(=O)c1cc(C)ccc1OC,-3%,u,5%,14%
CC1(C)CC(=O)C(CCC(=O)c2ccccc2)C(C)(C)N1 (stereo not drawn),-9%,-15%,-13%,1.0%
COc1ccc2c(c1OC)C(=O)N1C2SC[C@H]1C(=O)NC1CC(C)(C)NC(C)(C)C1 (stereo partly drawn),7%,-18%,2%,-1.4%
CC(=O)OCC1=C(C(=O)O)N2C(=O)C(NC(=O)Cc3cccs3)C2SC1 (stereo not drawn),-11%,-4%,0%,x
CCOCC(=O)Nc1nnc(C2CCCCC2)s1,-18%,-19%,-14%,12%
COc1ccc(Cl)cc1-n1c(N)c(C(N)=O)sc1=S,-5%,-5%,6%,-1.5%
Brc1ccc(-c2nc(-c3ccccn3)no2)o1,6.3µM*,-95%[inhibitor],7.9µM*,u
